Screens: PubChem BioAssay, Emory University Molecular Libraries Screening Center
14-3-3g Raf – 14-3-3 gamma protein interaction modulation; 160,000 compounds, 0.19% hits; inhibition, % at 40 µM; AID 422; P61981; FP, 14-3-3gamma / TMR-pS259-Raf peptide binding; in the data active = inhibition above about 30%;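 note: 0% = protein plus tracer without compound and 100% = blank with tracer alone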
Target sequence (P61981 whole entry, looked up): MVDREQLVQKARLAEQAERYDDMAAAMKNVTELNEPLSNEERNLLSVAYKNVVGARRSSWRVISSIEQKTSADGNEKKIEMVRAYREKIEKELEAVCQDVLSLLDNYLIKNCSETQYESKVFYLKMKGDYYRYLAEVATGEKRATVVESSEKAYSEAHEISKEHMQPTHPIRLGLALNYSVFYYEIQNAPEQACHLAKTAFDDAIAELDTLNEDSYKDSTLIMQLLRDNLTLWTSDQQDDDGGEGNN
Active calls of the source: *; & = joins results of further samples. A portion of the library. The share of hits here may be higher or lower than overall.

For Cc1cccc(N2CCN(C(=O)c3cn(C4CCCCC4)c(=O)c4c3c3ccccc3n4C)CC2)c1C the results were 14-3-3g Raf 5.
Cc1ccc(Cl)cc1NC(=O)c1cnn2cccnc12 was read as 14-3-3g Raf -32.
`O=C(CN1CCN(c2ncccn2)CC1)N(Cc1ccccc1)c1ccc(F)cc1` gave 14-3-3g Raf -6.
Screening N=C1C(c2ccccc2)=C(O)C2CCc3ccccc3N12 (stereo not given) returned 14-3-3g Raf -14.
CCOC(=O)C1CCCN(C(=O)N2CCOCC2)C1 (stereo not given) was read as 14-3-3g Raf -4.
Cc1cc(-n2nc(C)cc2C)nc(NS(=O)(=O)c2ccccc2Cl)n1 was read as 14-3-3g Raf -62.
For CC1(C)CC(=O)C2=C(C1)Nc1ccccc1NC2c1cc([N+](=O)[O-])ccc1Cl (stereo not given) the results were 14-3-3g Raf 1.
`CCCc1c(C(=O)OCC)[nH]c2c1C(=O)CC(c1ccc(OC)cc1)C2` (stereo not given) gave 14-3-3g Raf 1.
`CCOC(=O)CNC(=O)c1sc2nc(C)nc(N(C)c3ccc(C(C)C)cc3)c2c1C` gave 14-3-3g Raf -2.
Screening CN(CC(=O)Nc1cccc(F)c1)S(=O)(=O)c1cccs1 returned 14-3-3g Raf -2.
For COCCn1c(=S)[nH]c2cc(C(=O)N3CCC(C(N)=O)(N4CCCCC4)CC3)ccc2c1=O the results were 14-3-3g Raf -2.
COc1cccc(C(=O)N2CCCc3ccccc32)c1 was read as 14-3-3g Raf 1.
Screening O=C(Nc1cc2ccccc2cc1NC(=O)c1ccc(N2C(=O)CCC2=O)cc1)c1ccc(N2C(=O)CCC2=O)cc1 returned 14-3-3g Raf -7.
CCOc1cc(C(=O)Nc2ccc3c(c2)OCO3)ccc1OC(F)F was read as 14-3-3g Raf -6.
Cc1ccc(-c2cc(C(F)F)nc(S(C)(=O)=O)n2)cc1 was read as 14-3-3g Raf -1.
For CCOC(=O)C1C(=O)NC(N2CCN(CC)CC2)=NC1c1ccccc1 (stereo not given) the results were 14-3-3g Raf -7.
For CC(=O)N1C(=O)C2(C(C#N)=C(N)Oc3c2c(C)nn3-c2ccccc2)c2ccccc21 (stereo not given) the results were 14-3-3g Raf -11.
Screening CC(=O)NC(C(N)=O)C(SCc1ccccc1)c1c[nH]c2ccccc12 (stereo not given) returned 14-3-3g Raf -12.
For CC(C)(C)n1nc2c(c1NC(=O)CC1CCCCC1)CSC2 the results were 14-3-3g Raf -4.
COc1ccccc1-c1c(C)nn2c(C)c(C(C)=O)cnc12 was read as 14-3-3g Raf -9.
Screening O=C(CCCCCl)c1ccc2c(c1)Cc1ccccc1-2 returned 14-3-3g Raf -8.
Screening O=C(Nc1nccs1)c1ccc(S(=O)(=O)NCC2CCCCC2)cc1 returned 14-3-3g Raf -4.
CCc1nnc(NC(=O)c2cccc(S(=O)(=O)N3CCN(c4ccccc4)CC3)c2)s1 was read as 14-3-3g Raf -13.
Fc1ccccc1Nc1nc(NCc2ccccc2)c2ccccc2n1 was read as 14-3-3g Raf -30.
Screening CCCCNC(=O)C1c2ccccc2C(=O)N2CCc3cc(OC)c(OC)cc3C12 (stereo not given) returned 14-3-3g Raf 6.
`O=C(Nc1ccccc1N1CCCC1)c1ccco1` gave 14-3-3g Raf 5.
For Nc1ncnc2c1nc(Br)n2C1OC2COP(=O)(O)O[C@@H]2C1O (stereo not given in full) the results were 14-3-3g Raf -4.
For CC1CCN(CCCNC(=O)C2c3ccccc3C(=O)N(C)C2c2cccs2)CC1 (stereo not given) the results were 14-3-3g Raf -4.
For CCCCc1ccc(NC(=O)CC(C)=O)cc1 the results were 14-3-3g Raf -6.
`Cc1ccccc1Nc1ncnc2c1c(-c1ccccc1)cn2-c1ccc(F)cc1` gave 14-3-3g Raf -36.
For O=C(c1cccnc1)N1N=C(C2CC2)CC1(O)C(F)(F)F (stereo not given) the results were 14-3-3g Raf 4.
Screening COc1ccc2c(c1)C1CC(C)(NC(=O)C1C(=O)c1ccccc1)O2 (stereo not given) returned 14-3-3g Raf -4.
`Cc1ccc2nc(NC3=NCN(Cc4ccccc4)CN3)nc(C)c2c1` gave 14-3-3g Raf -1.
Screening O=C(CCC1N=C2c3ccccc3N=C(SCc3ccc(F)cc3)N2C1=O)NCc1ccco1 (stereo not given) returned 14-3-3g Raf -3&-13.
`Cc1onc(-c2ccccc2Cl)c1C(=O)Nc1ccc(Cl)cn1` gave 14-3-3g Raf 3.
For O=C(CSc1n[nH]c(-c2ccccc2)n1)n1c2c(c3ccccc31)CCCC2 the results were 14-3-3g Raf -9.
Screening COc1ccc(OC)c(S(=O)(=O)N2CCC(C(=O)N3CCN(Cc4ccccc4)CC3)CC2)c1 returned 14-3-3g Raf -11.
Screening COc1ccc(S(=O)(=O)CCC(=O)N2c3ccccc3CC2C)cc1 (stereo not given) returned 14-3-3g Raf -10.
For Cc1cccc(-n2c(SCC(N)=O)nnc2-c2ccccn2)c1C the results were 14-3-3g Raf -5.
CC1(C)CC(=O)C2=C(C1)Nc1nc(SCc3ccccc3F)[nH]c(=O)c1C2c1ccccc1 (stereo not given) was read as 14-3-3g Raf 0.
Screening O=C(NCC1CCCO1)c1ccc2c(=O)n(-c3cc(C(F)(F)F)ccc3Cl)c(=S)[nH]c2c1 (stereo not given) returned 14-3-3g Raf 16.
For Cc1cc(N2CCN(S(=O)(=O)c3ccc4c(c3)OCCO4)CC2)n2ncnc2n1 the results were 14-3-3g Raf -6.
Screening CCOC(=O)c1[nH]c2ccc(OCc3ccccc3)cc2c1CCN1C(=O)c2ccccc2C1=O returned 14-3-3g Raf 6.
For CCOC(=O)c1c2n(c3ccc(O)cc13)CCCCC2 the results were 14-3-3g Raf -10.
`COc1ccc(CNc2nc(SC)n[nH]2)cc1OC` gave 14-3-3g Raf 8.
Screening Cc1cnc(NC(=O)CSc2nnc(-c3ccncc3)n2C2CCCCC2)s1 returned 14-3-3g Raf 0.
`CC(=O)C1=C(O)C(=O)N(Cc2ccco2)C1c1ccc(Cl)cc1` (stereo not given) gave 14-3-3g Raf -9.
O=C1CC(NCCc2c[nH]c3ccccc23)C(=O)N1c1ccc(-c2nc3ccccc3o2)cc1 (stereo not given) was read as 14-3-3g Raf -46.
`CC1(C)CC(=O)C(C(C2=C(O)CC(C)(C)CC2=O)c2ccc(O)cc2O)C(=O)C1` (stereo not given) gave 14-3-3g Raf 1.
`Cc1ccc(S(=O)(=O)NCC(=O)N(CC(=O)NCc2ccco2)Cc2ccc3c(c2)OCO3)cc1` gave 14-3-3g Raf -6.
`CCOC(=O)c1c(NC(=O)C(F)(OC)C(F)(F)F)sc(C(=O)N2CCCCC2)c1C` (stereo not given) gave 14-3-3g Raf -1.
For COc1ccc(C2C(=O)N(C3CCCCC3)CC(=O)N2Cc2ccc3c(c2)OCO3)cc1 (stereo not given) the results were 14-3-3g Raf -5.
For CCN1C(=O)c2cccc3c(S(=O)(=O)NC4CCCC4)ccc1c23 the results were 14-3-3g Raf 0.
CC(C)CCn1cnc2c(cnn2-c2ccc(Cl)cc2)c1=O was read as 14-3-3g Raf 4.
`O=C(COc1ccc(Cl)cc1)NCc1n[nH]c(=S)n1-c1cccc(C(F)(F)F)c1` gave 14-3-3g Raf 1.
COc1ccc(-n2c(N)c(Br)c(=O)[nH]c2=O)cc1 was read as 14-3-3g Raf -2.
For Cn1c(=N)n(CC(=O)c2ccc(Br)cc2)c2ccccc21 the results were 14-3-3g Raf -8.
For CCCCC(=O)N1C2=C(C(=O)c3ccccc32)C(c2ccc(Cl)cc2)c2c1n(C)c(=O)n(C)c2=O (stereo not given) the results were 14-3-3g Raf 0.
`Cc1n[nH]c(C)c1N1C(=O)c2cccc3c(N4CCCCC4)ccc(c23)C1=O` gave 14-3-3g Raf -47.
CCSc1nc2c([nH]c3ccccc32)c(=O)n1-c1cccc(OC)c1 was read as 14-3-3g Raf -3.
Screening Cc1cc(NC(=O)c2sc3ncnc(N4CCCCC4C)c3c2C)no1 (stereo not given) returned 14-3-3g Raf 0.
Screening CCOC(=O)C1CCN(C(=O)c2nn(-c3ccc(C)cc3)c(=O)c3c2c2ccccc2n3C)CC1 returned 14-3-3g Raf 6.
Screening CCN(CC)S(=O)(=O)c1ccc(F)c(C(=O)Nc2ccc(C)c(C)c2)c1 returned 14-3-3g Raf -1.
O=c1c2sc(=S)n(CCc3ccccc3)c2nc(SCc2cc(=O)n3cc(Cl)ccc3n2)n1Cc1ccco1 was read as 14-3-3g Raf -8.
`COCCOC(=O)C1=C(C)N=C2SCCC(=O)N2C1c1ccc(C(=O)OC)cc1` (stereo not given) gave 14-3-3g Raf -4&-5.
Screening CN1C2C=C3C(C#N)=C(N)C(C#N)(C#N)[C@@H](c4cccs4)C3C1CC2 (stereo not given in full) returned 14-3-3g Raf 18.
COc1cc(CNc2nc3ccccc3[nH]2)cc(OC)c1OC was read as 14-3-3g Raf 3.
`O=C1C(=O)N(CCCn2ccnc2)C(c2ccccn2)/C1=C(/O)c1ccccc1` (stereo not given) gave 14-3-3g Raf 12.
For O=C(CCS(=O)(=O)c1ccc(Cl)cc1)N1CCN(c2ccc([N+](=O)[O-])cc2)CC1 the results were 14-3-3g Raf -7.
For O=C(CSc1nnc(C2CCCCC2)o1)N1CCCCC1 the results were 14-3-3g Raf -5.
`CCCC(=O)N1CCN(c2ccc(NC(=O)c3cc4ccccc4o3)cc2Cl)CC1` gave 14-3-3g Raf -3.
`CCc1ccc(-c2nc3cc(NC(=O)COc4ccc(OC)cc4)ccc3o2)cc1` gave 14-3-3g Raf -10.
For Cc1cccc(NC(=O)c2ccc(Oc3ccc([N+](=O)[O-])cc3)cc2)c1C the results were 14-3-3g Raf 6.
`CC1=C(C(=O)Nc2ccc(Br)cn2)C(c2ccc3c(c2)OCO3)C2=C(CC(C)(C)CC2=O)N1` (stereo not given) gave 14-3-3g Raf -4.
CCC(C)Nc1nc2c(c(=O)[nH]c(=O)n2C)n1CCC(C)C (stereo not given) was read as 14-3-3g Raf -5.
CN1CCCN(C(c2ccccc2)c2ccc(Cl)cc2)CC1 (stereo not given) was read as 14-3-3g Raf -6.
For COc1ccc(Br)cc1C1C(N2C(=O)c3cccc([N+](=O)[O-])c3C2=O)C(=O)N1c1cc(Cl)ccc1C (stereo not given) the results were 14-3-3g Raf 1.
COc1ccc(CCNC(=O)CSc2nc(N)c(C#N)c(-c3cccs3)c2C#N)cc1OC was read as 14-3-3g Raf -4.
CCOc1ccc(C2C(N3C(=O)c4cccc([N+](=O)[O-])c4C3=O)C(=O)N2c2cc(Cl)ccc2C)cc1 (stereo not given) was read as 14-3-3g Raf -4.
`CCCCCCNC(=O)C(C#N)c1nc2ccccc2nc1N1CCOCC1` (stereo not given) gave 14-3-3g Raf 1.
Screening Cc1ccccc1OCCCC(=O)Nc1nccs1 returned 14-3-3g Raf -5&-21.
For CC(C)CCn1c(Oc2ccccc2Cl)nc2c1c(=O)n(C)c(=O)n2C the results were 14-3-3g Raf 6.
`CN1C(=O)c2cc([N+](=O)[O-])cc3cc([N+](=O)[O-])cc(c23)C1=O` gave 14-3-3g Raf -69.
For O=C(O)CCC(=O)N1CCc2cc(S(=O)(=O)Nc3ccc4c(c3)OCCO4)ccc21 the results were 14-3-3g Raf -2.
Cc1cccc(NC(=O)C2CCCN(S(=O)(=O)c3c(C)nn(C)c3C)C2)n1 (stereo not given) was read as 14-3-3g Raf -1.
Screening Nn1c(SCC(=O)NC(=O)NCc2ccccc2)nnc1C1CC1 returned 14-3-3g Raf 6.
For O=C(NCc1ccco1)c1sc2cccc(F)c2c1Cl the results were 14-3-3g Raf -8.
For O=C(c1ccc2c(=O)n(CCc3ccccc3)c(=O)[nH]c2c1)N1CCC(O)(c2cccc(C(F)(F)F)c2)CC1 the results were 14-3-3g Raf -4.
`O=C(NCc1ccc2c(c1)OCO2)N1c2ccccc2Sc2ccccc21` gave 14-3-3g Raf -13.
`Cc1cccn2cc(-c3ccc(S(=O)(=O)N4CCOCC4)cc3)nc12` gave 14-3-3g Raf -4.
For CC1(C)NC(=O)N(CC(O)Cn2nnc3ccccc32)C1=O (stereo not given) the results were 14-3-3g Raf 1.
Screening CN1C(=O)SC(Nc2ccc(F)cc2)C1=O (stereo not given) returned 14-3-3g Raf -4.
